NPYLR7 ag – mosquito NPYLR7 agonism | AID 1259423 | 270,000 compounds, 0.15% hits | activation, % at 10 µM | HEK293T NPYLR7/Galpha15, GCaMP6s calcium fluorescence; in the data active = activation above about 40%;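 note: 0% = vehicle and 100% = reference agonist at the receptor; some compounds past the cut are filed as inactive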
mcGAS lum – blocks mouse cGAS activity; Q8C6L5; inhibition, % at 12.5 µM; 160,000 compounds, 0.15% hits; recombinant cGAS, Kinase-Glo ATP depletion luminescence;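 note: 0% = negative control wells and 100% = reference inhibitor with no enzyme activity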
hcGAS inh – inhibitors of human cGAS; 290,000 compounds, 0.081% hits; recombinant h-cGAS, ATP depletion, Kinase-Glo luminescence; Q8N884; inhibition, % at 12.5 µM;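 note: 0% = vehicle reaction and 100% = reaction without DNA for no activity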
Target sequence (Q8N884 whole entry, looked up): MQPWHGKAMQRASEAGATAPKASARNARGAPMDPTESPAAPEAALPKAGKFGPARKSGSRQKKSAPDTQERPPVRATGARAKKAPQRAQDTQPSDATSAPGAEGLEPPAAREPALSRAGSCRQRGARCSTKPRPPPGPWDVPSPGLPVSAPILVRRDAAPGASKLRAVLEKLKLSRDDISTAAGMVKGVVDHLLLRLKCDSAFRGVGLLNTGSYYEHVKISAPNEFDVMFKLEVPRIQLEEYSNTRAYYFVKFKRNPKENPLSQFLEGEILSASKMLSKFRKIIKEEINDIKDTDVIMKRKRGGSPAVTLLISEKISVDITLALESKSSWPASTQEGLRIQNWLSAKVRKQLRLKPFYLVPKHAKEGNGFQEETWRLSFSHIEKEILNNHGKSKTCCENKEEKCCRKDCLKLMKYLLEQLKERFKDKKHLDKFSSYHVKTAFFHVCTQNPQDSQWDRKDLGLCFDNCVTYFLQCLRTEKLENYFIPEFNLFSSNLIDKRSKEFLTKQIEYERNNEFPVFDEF
An asterisk follows results filed as active; nt = not tested or not shown. Cut-off read from the data, not from the text of the source, unless noted: active = inhibition above about 40%; inactive = the rest.

SMILES	NPYLR7 ag	mcGAS lum	hcGAS inh
CCOC(=O)N1CCC(NC(=O)CC2C(=O)NCCN2CC2CCCCC2)CC1 (stereo unspecified)	-0.6	nt	-4.4
Cc1ccc2ncc(CCNC(=O)c3cc4ccccc4[nH]3)n2c1	6.5	nt	-9.1
CCOc1ccc(N=C2SC(C(=O)Nc3ccc(C(=O)O)cc3)CC(=O)N2C)cc1 (stereo unspecified)	-0.1	1.7	0.7
COc1ccc(OC)c(C2c3[nH]c4ccccc4c3CCN2S(=O)(=O)c2cc(Br)ccc2OC)c1 (stereo unspecified)	-8.6	nt	-5.6
Cc1ccc(Nc2nc3c([nH]2)c(=O)n(C)c(=O)n3C)cc1	6.0	-10.6	-5.0
N#Cc1ccc(COn2nnc3ccccc32)cc1	-5.4	nt	-3.5
Cc1cccc(NC(=O)Cn2c(O)c(N=NC(N)=O)c3ccccc32)c1	-9.5	-4.9	-2.8
COCCCN(Cc1ccc(OC)cc1)Cc1ccc(C(O)(c2cccc(F)c2)c2cccc(F)c2)o1	1.9	-5.8	-4.9
Cc1nc(CNC(=O)Cc2cnc3c(C)cccn23)nc2c1CCCC2	9.1	nt	-9.8
Cc1c(C(=O)NCC2CCCO2)c(CC(C)C)nn1-c1ccc([N+](=O)[O-])cc1 (stereo unspecified)	25.0	-3.6	-6.6
COCCOc1nc(-c2ccc(OC)cc2)n(-c2ccc(NC(=O)c3cccs3)cc2)n1	1.9	-7.5	-1.1
CC(C)Cc1cc(C(=O)N2CCc3nc[nH]c3C2)n(C)n1	nt	-8.8	-5.4
COc1cc2c(cc1OC)CN(Cc1ncccc1C(=O)O)CC2	2.5	nt	4.4
CC1(C)CC2CC(C)(CN2C(=O)CCN2C(=O)c3ccccc3C2=O)C1 (stereo unspecified)	-4.9	nt	-4.7
C=CCN(Cc1csc(COc2cccc(Cl)c2)n1)C(=O)c1ccccc1F	-4.9	-4.4	-3.7
O=C(NCCc1ccccc1)C(C1CCCC1)N1CCN(C(=O)c2ccc(Cl)cc2)CC1 (stereo unspecified)	-5.5	nt	0.4
CCc1nc2n(n1)C(=O)C(C(c1cccc(Cl)c1)N1CCC3(CC1)OCCO3)S2 (stereo unspecified)	-5.0	-8.1	-3.9
Cc1cc(NC(=O)c2cc(Cl)cc(Cl)c2OC(F)F)no1	4.4	nt	-4.6
CCCC(=O)NC(NC(C)(C)C)C(Cl)(Cl)Cl (stereo unspecified)	5.9	nt	-7.4
CCC(C)NC(=O)C(NC(=O)c1cccc(OC)c1)C1CCN(C(=O)Nc2cccc(Cl)c2)CC1 (stereo unspecified)	11.5	-7.4	-1.7
CCOC(=O)N1CCN(C(=O)Cc2csc(NC(=O)CN(C(=O)c3ccc(Cl)cc3)C(C)C)n2)CC1	nt	-5.0	-12.7
COC(=O)N1CCC(NC(=O)NCCOc2ccc3c(c2)CCC3)CC1	9.0	nt	-10.5
O=c1nc(SCc2cccc(C(F)(F)F)c2)c2c([nH]1)CCCC2	0.5	-8.2	-6.6
C#CCN(C/C=C/c1ccc(C#N)cc1)S(=O)(=O)c1ccc(C)cc1	0.9	nt	-2.4
CN(c1ccc(Br)cc1Cl)S(=O)(=O)/C=C/c1ccc(Cl)cc1	29.4	-14.1	-4.2
COc1ccc2cc(S(=O)(=O)NCc3ccco3)ccc2c1	2.6	nt	-4.9
c1cn2c(n1)C(C1CCCC1)NCCC2 (stereo unspecified)	nt	-6.0	-11.8
COCCN1CC(C(=O)NCc2cccc(OC(F)(F)F)c2)CCC1=O (stereo unspecified)	-0.8	nt	-2.8
CN(CCS(=O)(=O)c1cc(Cl)ccc1Cl)Cc1ccc(F)cc1F	0.7	nt	-6.2
COc1ccc(-c2ccc3nnc(SCC(=O)N4CCN(c5ccccc5)CC4)n3n2)cc1	-12.2	-7.3	-6.2
CN(Cc1cc(-c2ccccn2)no1)Cc1ncccc1C(=O)O	8.9	nt	-3.0
CC1(C(=O)Nc2cccc(C#N)c2)CCN1C(=O)C1(c2ccccc2)CCCC1 (stereo unspecified)	-2.8	-1.0	-0.3
Cc1cc(NC(=O)c2cc3ccccc3o2)n(-c2nc3c(cnn3-c3cccc(C)c3C)c(=O)[nH]2)n1	nt	-9.9	-7.4
COC(=O)C1=C(C)NC(C)=C(C(=O)OC)C1C(=O)OCC(=O)NC(C)C	0.8	nt	-5.8
CCn1c(=O)c2c(nc3n(CCN4CCOCC4)c(C)c(C)n23)n(C)c1=O	-2.3	nt	-1.9
O=C(Cn1cnc([N+](=O)[O-])n1)Nc1ccc(F)cc1F	-9.0	-5.4	-5.0
O=C(NC(c1ccc2ccccc2n1)c1cccs1)C1CCN(C/C=C/c2ccccc2)CC1 (stereo unspecified)	3.4	-1.0	0.0
O=C(c1cccc(OC2CCN(Cc3cccn3-c3ccccn3)CC2)c1)N1CCCC1	6.5	nt	-1.8
CCOc1ccc(-c2ccnc(N3CCN(C(=O)C45CC[C@@](C)(C(=O)O4)C5(C)C)CC3)n2)cc1	21.3	-3.8	-5.6
COc1ccc(OC)c(CNC(=O)C2Cc3ccccc3O2)c1 (stereo unspecified)	-1.0	nt	-3.9

Full records as entered above. Order of values: NPYLR7 ag, mcGAS lum, hcGAS inh
Listed for CN(Cc1cc(-c2ccccn2)no1)Cc1ncccc1C(=O)O : 8.9, nt, -3.0
Listed for O=C(NC(c1ccc2ccccc2n1)c1cccs1)C1CCN(C/C=C/c2ccccc2)CC1 (stereo unspecified) : 3.4, -1.0, 0.0

Next section:
SMILES	NPYLR7 ag	mcGAS lum	hcGAS inh
CN(CCC#N)S(=O)(=O)CC12CCC(CC1=O)C2(C)C (stereo unspecified)	1.8	nt	-6.6
Cc1ccc(-c2[nH]ncc2CN2CCCN(C(=O)c3ccco3)CC2)cc1C	19.5	nt	-6.8
CC1(C)CC(NS(C)(=O)=O)CC(C)(C)N1O	nt	-5.9	-14.1
CCC(C)N(Cc1cc(Cl)ccc1OS(=O)(=O)c1ccc(F)cc1)C(=O)c1ccco1 (stereo unspecified)	20.1	-8.6	-9.0
Cc1cccc(OCC(=O)NC(C)c2cc3ccccc3o2)c1C (stereo unspecified)	-6.1	nt	0.5
CN1CCCNC(=O)C12CCN(Cc1ccc(-n3ccnc3)cc1)CC2	-1.9	-13.4	-8.5
CC(=O)N1CCC(N2CCOC(CC3CCCCC3)C2)CC1 (stereo unspecified)	3.7	nt	-4.9
c1cc2c(cc1CCc1nn3c(C4CC4)nnc3s1)OCO2	4.6	nt	-4.7
CC(C)(C)C(NC(=O)c1ccn2cncc2c1)c1ccccc1 (stereo unspecified)	0.6	-15.2	-18.8
O=C(NN=Cc1cccs1)c1ccc([N+](=O)[O-])cc1	-5.0	-5.3	-5.6
O=C(CN1C(=O)CSC1=O)N1CCCC1	-0.1	nt	-7.0
O=C(O)c1ccc(C2CCN(Cc3cccc(-n4cccn4)c3)C2)cc1 (stereo unspecified)	9.1	nt	-3.3
O=C(Nc1ccccc1)Nc1nc(S(=O)(=O)Cc2ccccc2)ns1	8.7	nt	-3.6
CCCCCCN(CC(=O)Nc1ccon1)C(=O)CC(C)C	nt	-3.2	0.6
CC(C)(C)NC(=O)NC1CCN(c2ccccc2C(=O)NC2CC2)CC1	-2.8	-6.4	-5.9
Cc1cccc(C)c1-n1nnnc1COC(=O)C1(O)CCCC1	1.0	-14.6	-8.2
Cc1ccc(NC(=O)NCCO)c(-c2nc(C3CC3)no2)c1	-11.7	nt	-5.4
Cc1ccc(-n2c(SCc3ccc(Cl)cc3Cl)nnc2-c2ccccc2F)cc1	nt	-8.1	-12.2
COc1cccc(Nc2ncc3c(n2)CCN(Cc2ccc(O)cc2)C3)c1	0.6	nt	-5.3
Cc1nn(CC(O)COCc2ccccc2)c(=O)c(C#N)c1C (stereo unspecified)	0.3	nt	-5.2
Cn1c(=O)n(CCc2ccccc2)c(=O)c2c1nc1n2CCCN1Cc1ccccc1	2.0	nt	-5.1
CN(C)S(=O)(=O)NCC1CN(c2ccc3c(c2)OCO3)C(=O)O1 (stereo unspecified)	3.8	nt	3.5
Cc1ccc(-n2nnc(C(=O)NCCCN3CCCC3C(=O)N(C)C)c2C)cc1 (stereo unspecified)	-7.7	nt	-16.9
CCc1noc(CN(CC)C(=O)c2cc(-c3cccn3C)n[nH]2)n1	1.4	nt	-5.5
COc1cc(OC)c(NC(=O)c2ccc3[nH]ccc3c2)cc1F	0.3	nt	1.8
CC(C(=O)NC1CCCC1)S(=O)Cc1ccccc1Cl (stereo unspecified)	5.2	nt	-7.2
CC1CCCCC1n1c(SCc2ccc(C#N)cc2)nnc1-c1cccnc1 (stereo unspecified)	11.2	-7.0	-7.9
C=CCS(=O)(=O)N1CCC2(CCCN(CCCc3ccccc3)C2=O)C1 (stereo unspecified)	11.5	nt	-9.7
CCCCc1cn(C2CCN(C(=O)C3CCCO3)CC2)nn1 (stereo unspecified)	nt	-6.0	-10.8
CC(C)c1ccc(CN(C(=O)Nc2cccnc2)C2CC2)cc1	0.6	-8.6	-12.7
CC(=O)Nc1ccc(CN2CCC2(C)C(=O)NC2CCN(C)CC2)cc1 (stereo unspecified)	1.0	nt	-10.2
COc1ccccc1CN1CCCC(CN(CCN(C)C)C(=O)c2cccnc2)C1 (stereo unspecified)	5.1	nt	-10.2
COc1ccccc1CC(=O)N1CCOC(COCc2c(Cl)cccc2Cl)C1 (stereo unspecified)	-6.2	-6.2	-5.9
CCC(C(=O)Nc1c2c(nn1C(C)(C)C)CSC2)c1ccccc1 (stereo unspecified)	-0.8	nt	-2.9
O=C(COc1ccccc1)NC1CCN(c2ccccc2C(=O)NCCc2cccs2)CC1	-1.4	-5.9	-6.6
CCOc1ccc(C(=O)N(CN2CCCC2=O)c2cc(C)on2)cc1	5.2	-8.5	-9.9
O=C1[C@H](CC[C@H](O)c2ccc(F)cc2)[C@@H](c2ccc(O)cc2)N1c1ccc(F)cc1	-10.8	nt	-3.4
CCOC(=O)C1CCCCN1CC(=O)N1N=C(c2ccccc2Cl)CC1c1ccccc1C (stereo unspecified)	1.0	-5.3	-5.3
COc1cc2c(cc1OC)C(C(C)N)N(Cc1cccc(C)c1)CC2 (stereo unspecified)	6.1	-3.7	-0.7
CN1CCN(S(=O)(=O)N2CCN(C(=O)NCc3ccc(F)c(F)c3)CC2)CC1	5.6	nt	-4.3
OC(Cc1ccccc1)c1ccc2c(c1)CN(Cc1ccc3c(c1)OCCO3)CCO2 (stereo unspecified)	-1.3	-0.4	2.1
Fc1ccc(N2CCCN(CC3CCOC3)CC2)cc1 (stereo unspecified)	4.2	-17.1	-4.8
CCOC(=O)C1CCN(C(=O)CN(C2CCCCC2)S(C)(=O)=O)CC1	3.5	-7.0	-4.6
COc1cc(C#N)ccc1OCC(O)COc1ccc(C#N)cc1 (stereo unspecified)	5.5	nt	-10.3

25 of the compounds above, with values under each structure.
Results follow in this order: NPYLR7 ag, mcGAS lum, hcGAS inh
> Cc1nn(CC(O)COCc2ccccc2)c(=O)c(C#N)c1C (stereo unspecified)
  0.3, nt, -5.2
> Cn1c(=O)n(CCc2ccccc2)c(=O)c2c1nc1n2CCCN1Cc1ccccc1
  2.0, nt, -5.1
> CN(C)S(=O)(=O)NCC1CN(c2ccc3c(c2)OCO3)C(=O)O1 (stereo unspecified)
  3.8, nt, 3.5
> Cc1ccc(-n2nnc(C(=O)NCCCN3CCCC3C(=O)N(C)C)c2C)cc1 (stereo unspecified)
  -7.7, nt, -16.9
> CCc1noc(CN(CC)C(=O)c2cc(-c3cccn3C)n[nH]2)n1
  1.4, nt, -5.5
> COc1cc(OC)c(NC(=O)c2ccc3[nH]ccc3c2)cc1F
  0.3, nt, 1.8
> CC(C(=O)NC1CCCC1)S(=O)Cc1ccccc1Cl (stereo unspecified)
  5.2, nt, -7.2
> CC1CCCCC1n1c(SCc2ccc(C#N)cc2)nnc1-c1cccnc1 (stereo unspecified)
  11.2, -7.0, -7.9
> C=CCS(=O)(=O)N1CCC2(CCCN(CCCc3ccccc3)C2=O)C1 (stereo unspecified)
  11.5, nt, -9.7
> CCCCc1cn(C2CCN(C(=O)C3CCCO3)CC2)nn1 (stereo unspecified)
  nt, -6.0, -10.8
> CC(C)c1ccc(CN(C(=O)Nc2cccnc2)C2CC2)cc1
  0.6, -8.6, -12.7
> CC(=O)Nc1ccc(CN2CCC2(C)C(=O)NC2CCN(C)CC2)cc1 (stereo unspecified)
  1.0, nt, -10.2
> COc1ccccc1CN1CCCC(CN(CCN(C)C)C(=O)c2cccnc2)C1 (stereo unspecified)
  5.1, nt, -10.2
> COc1ccccc1CC(=O)N1CCOC(COCc2c(Cl)cccc2Cl)C1 (stereo unspecified)
  -6.2, -6.2, -5.9
> CCC(C(=O)Nc1c2c(nn1C(C)(C)C)CSC2)c1ccccc1 (stereo unspecified)
  -0.8, nt, -2.9
> O=C(COc1ccccc1)NC1CCN(c2ccccc2C(=O)NCCc2cccs2)CC1
  -1.4, -5.9, -6.6
> CCOc1ccc(C(=O)N(CN2CCCC2=O)c2cc(C)on2)cc1
  5.2, -8.5, -9.9
> O=C1[C@H](CC[C@H](O)c2ccc(F)cc2)[C@@H](c2ccc(O)cc2)N1c1ccc(F)cc1
  -10.8, nt, -3.4
> CCOC(=O)C1CCCCN1CC(=O)N1N=C(c2ccccc2Cl)CC1c1ccccc1C (stereo unspecified)
  1.0, -5.3, -5.3
> COc1cc2c(cc1OC)C(C(C)N)N(Cc1cccc(C)c1)CC2 (stereo unspecified)
  6.1, -3.7, -0.7
> CN1CCN(S(=O)(=O)N2CCN(C(=O)NCc3ccc(F)c(F)c3)CC2)CC1
  5.6, nt, -4.3
> OC(Cc1ccccc1)c1ccc2c(c1)CN(Cc1ccc3c(c1)OCCO3)CCO2 (stereo unspecified)
  -1.3, -0.4, 2.1
> Fc1ccc(N2CCCN(CC3CCOC3)CC2)cc1 (stereo unspecified)
  4.2, -17.1, -4.8
> CCOC(=O)C1CCN(C(=O)CN(C2CCCCC2)S(C)(=O)=O)CC1
  3.5, -7.0, -4.6
> COc1cc(C#N)ccc1OCC(O)COc1ccc(C#N)cc1 (stereo unspecified)
  5.5, nt, -10.3
